ROS inducer: ROS inducers in U2OS cancer cells, primary screen, cell-based, H2DCF-DA fluorescence; U2OS ROS induction; ROS induction (% of piperlongumine), % at 10 µM; hit rate 2% among 46,000; AID 624156, 2012; in the data active means ROS induction above about 79%, passing the limit was not always enough; inconclusive means no clear call, values can overlap the other calls;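 further: 0% = DMSO vehicle median and 100% = reference compound median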
* hit, by the source's call.

How did COc1ccc(C2SCC(=O)N2CCCN(C)C)cc1OC (stereo not drawn) do in these assays?
ROS inducer: -4

What do the screens show for `CC(C)n1nnc2c(=O)oc3ccccc3c21`?
ROS inducer: 79*

What do the screens show for `CNC(=S)N(Cc1ccncc1)C1CC(=O)N(c2ccc(OC)cc2)C1=O` (stereo not drawn)?
ROS inducer: 19

How did CN(C)/C=C/C=C1C(=O)CCCC1=O do in these assays?
ROS inducer: -1

Results for COC(=O)N(C)c1ccc(C(O)(C(F)(F)F)C(F)(F)F)cc1 ?
ROS inducer: -10

How did CC(C)n1c(C(F)(F)F)nc2cc(C(=O)Nc3ccc(Cl)cc3)ccc21 do in these assays?
ROS inducer: -9

Results for O=C(c1cccc(S(=O)(=O)NC2CCCCCC2)c1)N1CCCc2ccccc21 ?
ROS inducer: 13

Results for CNC[C@H]1Oc2c(NC(=O)c3nc4ccccc4s3)cccc2C(=O)N([C@@H](C)CO)C[C@@H]1C ?
ROS inducer: -5

How did Cc1nn2c(-c3cccc(NC(=O)CN4CCCCC4)c3)nnc2c2ccccc12 do in these assays?
ROS inducer: 39

Results for Cc1ccc(-n2c(SCC(=O)N(C)c3ccccc3)nc3nc4c(cc3c2=O)COC(C)(C)C4)cc1 ?
ROS inducer: 2

Results for Cc1nc(SCC(=O)Nc2ccnc3ccccc23)n[nH]1 ?
ROS inducer: 17

How did C[C@H]1CN([C@@H](C)CO)C(=O)Cc2cc(NC(=O)CCC(F)(F)F)ccc2O[C@@H]1CN(C)Cc1ccc(C(=O)Nc2ccccc2N)cc1 do in these assays?
ROS inducer: 1

What do the screens show for `Cc1ccc(S(=O)(=O)Nc2ccc(C(=O)Nc3cccc(N(C)S(C)(=O)=O)c3)cc2)cc1`?
ROS inducer: 1

How did CCCN(CCC)S(=O)(=O)c1ccc(C(=O)O)cc1 do in these assays?
ROS inducer: -8

Results for C[C@@H]1CN([C@H](C)CO)C(=O)c2cccc(NC(=O)c3ccncc3)c2O[C@@H]1CN(C)S(=O)(=O)c1ccccc1 ?
ROS inducer: 2

Results for CCN(CC)S(=O)(=O)c1cccc(C(=O)NN)c1 ?
ROS inducer: -1

Results for CC(=O)c1cccc(NC(=O)CCN2C(=O)C3C4CCC(C4)C3C2=O)c1 (stereo not drawn) ?
ROS inducer: -4

How did COc1ccc(CN(C)C[C@@H]2Oc3c(NC(=O)C4CCCCC4)cccc3C(=O)N([C@H](C)CO)C[C@@H]2C)cc1 do in these assays?
ROS inducer: 8

What do the screens show for `COc1ccccc1CC(=O)Nc1ccccc1C(=O)NC(C)(C)C`?
ROS inducer: -5

How did COc1ccc(CN(C)C[C@@H]2Oc3c(NC(=O)c4cnccn4)cccc3C(=O)N([C@H](C)CO)C[C@H]2C)cc1 do in these assays?
ROS inducer: -1

How did C[C@H](CO)N1C[C@H](C)[C@@H](CN(C)Cc2ccc(C(=O)Nc3ccccc3N)cc2)Oc2c(NC(=O)Nc3ccc(F)cc3)cccc2C1=O do in these assays?
ROS inducer: 13

How did CC(C)(C)C1CCC2(CC1)C(C#N)C2(C#N)C(=O)c1ccccc1 (stereo not drawn) do in these assays?
ROS inducer: 159*

Results for C[C@H]1CN([C@@H](C)CO)C(=O)Cc2cc(NS(=O)(=O)c3cccs3)ccc2O[C@@H]1CN(C)S(=O)(=O)c1cn(C)cn1 ?
ROS inducer: 1

How did NC(=O)NCC#Cc1ccc2c(c1)[C@]1(C(=O)N2)[C@H](C(=O)N2CCCCCCC2)[C@H]2C(=O)O[C@H](c3ccccc3)[C@H](c3ccccc3)N2[C@@H]1c1ccccc1OCCO do in these assays?
ROS inducer: 1

How did O=C(CCNc1ccc2c(c1)oc1ccccc12)c1ccc([N+](=O)[O-])cc1 do in these assays?
ROS inducer: 28

What do the screens show for `COc1ccc(Oc2coc3cc(OC(=O)N4CCOCC4)ccc3c2=O)cc1`?
ROS inducer: -12

What do the screens show for `C=CCN(C(=O)CSc1nnc(CC)n2c1cc1oc(C)cc12)c1ccccc1`?
ROS inducer: -14

Results for C[C@H](CO)N1C[C@H](C)[C@H](CN(C)S(C)(=O)=O)Oc2ncc(/C=C/c3ccccc3)cc2C1=O ?
ROS inducer: 46

Results for O=C(NO)c1ccc(C(=O)N/N=C/c2ccccc2O)cc1 ?
ROS inducer: 10

What do the screens show for `C[C@H]1CN([C@@H](C)CO)C(=O)c2cc(NC(=O)NC3CCCCC3)ccc2O[C@H]1CN(C)S(=O)(=O)c1ccc(Cl)cc1`?
ROS inducer: 0

What do the screens show for `O=C(/C=C/c1ccccc1)Oc1ccccc1`?
ROS inducer: -4

Results for Cc1nnc(SCc2ccccc2C#N)n1-c1ccccc1 ?
ROS inducer: -3

Results for C[C@@H]1CN([C@@H](C)CO)C(=O)c2cc(NC(=O)CCCCCC(=O)Nc3ccccc3N)ccc2O[C@@H]1CN(C)S(=O)(=O)c1ccc(Cl)cc1 ?
ROS inducer: 20

Results for Cc1ccc(SCc2[nH]n(-c3nc4ccccc4s3)c(=O)c2C=NCc2ccco2)cc1 ?
ROS inducer: 40

How did CCc1cc(=O)oc2cc(OCc3cc(C(=O)OC)oc3C)ccc12 do in these assays?
ROS inducer: 62

Results for COC(=O)c1ccccc1NC(=O)CNS(=O)(=O)c1cc(Cl)ccc1Cl ?
ROS inducer: 11

What do the screens show for `C[C@H]1CN([C@@H](C)CO)C(=O)Cc2cc(NC(=O)NC3CCCCC3)ccc2O[C@@H]1CN(C)S(=O)(=O)c1cn(C)cn1`?
ROS inducer: 109*

What do the screens show for `CN(C)CCNc1cc(-c2cccnc2)nc2ccccc12`?
ROS inducer: 19

Results for CC(C)(O)C(O)COc1c2occc2cc2ccc(=O)oc12 (stereo not drawn) ?
ROS inducer: 6

What do the screens show for `Cn1c(=O)c2c(ncn2CCCCn2cnc3c2c(=O)n(C)c(=O)n3C)n(C)c1=O`?
ROS inducer: 8

What do the screens show for `Cn1c(SCC(=O)c2ccc(F)cc2)nnc1-c1ccc(NC(=O)c2ccccc2Br)cc1`?
ROS inducer: 25

Results for Cc1cc(C(=O)Nc2cccc3c2O[C@H](CN(C)C(=O)Nc2ccc(F)cc2)[C@@H](C)CN([C@@H](C)CO)C3=O)n(C)n1 ?
ROS inducer: -4

What do the screens show for `C[C@H](CO)N1C[C@H](C)[C@@H](CN(C)CC2CC2)Oc2ccc(NS(=O)(=O)c3cccs3)cc2C1=O`?
ROS inducer: inconclusive

Results for CC1CCN(S(=O)(=O)c2cc(Br)ccc2Br)CC1 ?
ROS inducer: 13

Results for C=CC[C@]1(C(=O)NCCCOC)N=C(c2ccc(OCCCO)cc2)O[C@H]1c1ccccc1 ?
ROS inducer: 35

What do the screens show for `C[C@@H]1CN([C@@H](C)CO)C(=O)c2cccc(NC(=O)CCCCCC(=O)Nc3ccccc3N)c2O[C@H]1CN(C)C(=O)NC1CCCCC1`?
ROS inducer: -8

How did C[C@H](CO)N1C[C@H](C)[C@H](CN(C)S(C)(=O)=O)Oc2c(NC(=O)c3nc4ccccc4s3)cccc2C1=O do in these assays?
ROS inducer: 0

What do the screens show for `COc1ccc(NC(=O)N(C)C[C@@H]2Oc3ccc(NC(=O)Cn4cnnn4)cc3C(=O)N([C@@H](C)CO)C[C@@H]2C)cc1`?
ROS inducer: 2

How did C[C@H](CO)N1C[C@H](C)[C@H](CN(C)Cc2ccncc2)Oc2c(NS(=O)(=O)c3cccs3)cccc2C1=O do in these assays?
ROS inducer: -1

How did C[C@@H]1CN([C@H](C)CO)C(=O)Cc2cc(NC(=O)Nc3ccccc3)ccc2O[C@@H]1CN(C)Cc1ccc(Cl)c(Cl)c1 do in these assays?
ROS inducer: 19

What do the screens show for `Cn1c(/C=C/C=C/N2CCCC2)nc2ccccc2c1=O`?
ROS inducer: 8

How did N#CCSc1ccc2nnc(CCNS(=O)(=O)c3ccccc3)n2n1 do in these assays?
ROS inducer: 10

What do the screens show for `CCCCN(C)C(=O)c1cn(CC)c2nc(C)ccc2c1=O`?
ROS inducer: -9

Results for Cc1ccc(S(=O)(=O)Nc2cccc3c2O[C@H](CN(C)S(=O)(=O)c2cccs2)[C@H](C)CN([C@H](C)CO)C3=O)cc1 ?
ROS inducer: 7

Results for Cc1noc(C)c1NC(=O)N(C)C[C@H]1Oc2ccc(NS(=O)(=O)c3cccs3)cc2C(=O)N([C@H](C)CO)C[C@@H]1C ?
ROS inducer: inconclusive

Results for COc1ccc(-c2cnc3c(c2)C(=O)N([C@H](C)CO)C[C@H](C)[C@H](CN(C)C(=O)Nc2ccccc2)O3)cc1 ?
ROS inducer: 3

Results for C[C@H](CO)N1C[C@H](C)[C@H](CN(C)S(=O)(=O)c2cn(C)cn2)Oc2ccc(NC(=O)Cc3cn(C)c4ccccc34)cc2C1=O ?
ROS inducer: -9

Results for O=C(NCC1CC1)c1ccccc1NS(=O)(=O)c1ccc(F)cc1F ?
ROS inducer: -5

How did CCC1(C)CC(CCN2C(=O)c3ccccc3C2=O)(c2ccc(C)cc2)CCO1 (stereo not drawn) do in these assays?
ROS inducer: 30

What do the screens show for `C[C@@H]1CN([C@@H](C)CO)C(=O)CCCn2nncc2CO[C@H]1CN(C)C(=O)C1CC1`?
ROS inducer: -6

What do the screens show for `Cc1ccc(CSc2nc3ccc(C(=O)N4CCN(c5ccccc5)CC4)cc3n2C)cc1`?
ROS inducer: -11

Results for C[C@@H]1CN([C@@H](C)CO)C(=O)c2cc(NC(=O)Nc3ccccc3)ccc2O[C@H]1CN(C)C(=O)Nc1cccc2ccccc12 ?
ROS inducer: -5

Results for CC1=CC[C@@]2(C)CC[C@@](O)(C(C)C)[C@@H]2[C@@H](O)C1 ?
ROS inducer: -15

How did COC(=O)c1cc(Br)ccc1NC(=O)COc1ccc(Cl)cc1C do in these assays?
ROS inducer: 0

What do the screens show for `C[C@@H]1CN([C@@H](C)CO)C(=O)Cc2cc(NS(=O)(=O)c3ccc(F)cc3)ccc2O[C@@H]1CN(C)C(=O)Nc1ccc2c(c1)OCO2`?
ROS inducer: 8

What do the screens show for `COc1ccc(S(=O)(=O)N(C)C[C@@H]2Oc3c(NC(=O)CCCCCC(=O)Nc4ccccc4N)cccc3C(=O)N([C@H](C)CO)C[C@H]2C)cc1`?
ROS inducer: 9

How did COc1ccc(C(=O)Nc2ccc(S(=O)(=O)N3CCCCC3C)cc2)c(OC)c1OC (stereo not drawn) do in these assays?
ROS inducer: 8

How did Cc1ccc(S(=O)(=O)N(C)C[C@@H]2Oc3ccc(NC(=O)Cc4ccccc4)cc3C(=O)N([C@@H](C)CO)C[C@H]2C)cc1 do in these assays?
ROS inducer: -3

What do the screens show for `C[C@H]1CN([C@@H](C)CO)C(=O)c2cccc(NS(=O)(=O)c3cccs3)c2O[C@@H]1CN(C)Cc1ccc(C(=O)O)cc1`?
ROS inducer: -10

How did O=S(=O)(c1ccccc1)N1CCN(c2ccccc2)CC1 do in these assays?
ROS inducer: 4

Results for C[C@@H]1CN([C@@H](C)CO)C(=O)c2cc(NC(=O)C3CC3)ccc2O[C@H]1CN(C)C(=O)Nc1cccc2ccccc12 ?
ROS inducer: 16

How did Cc1cc([N+](=O)[O-])nn1CC(=O)Nc1cc(F)ccc1F do in these assays?
ROS inducer: 6

How did CNC1CCc2cc(OC)c(OC)c(OC)c2-c2ccc(OC)c(=O)cc21 (stereo not drawn) do in these assays?
ROS inducer: 2

Results for O=C(CSC1CC(=O)N(c2ccc(I)cc2)C1=O)Nc1cccc(F)c1 (stereo not drawn) ?
ROS inducer: 0

How did COc1cccc2cc(C(=O)C3C(=O)C(=O)N(CCN4CCOCC4)C3c3cccc(Br)c3)oc12 (stereo not drawn) do in these assays?
ROS inducer: -2

What do the screens show for `O=c1c2ccccc2n(Cc2ccc(Cl)cc2)c(=O)n1Cc1ccc(Cl)cc1`?
ROS inducer: 5

What do the screens show for `COc1ccc2nc3c(nc2c1)-c1cccc2cccc-3c12`?
ROS inducer: 72

Results for CC(C)NC(=O)N(C)C[C@H]1Oc2ccc(NC(=O)c3ccncc3)cc2CC(=O)N([C@@H](C)CO)C[C@@H]1C ?
ROS inducer: -10

Results for C[C@@H]1CN([C@H](C)CO)C(=O)c2cc(NC(=O)Nc3ccc(F)cc3)ccc2O[C@H]1CN(C)Cc1ccc2c(c1)OCO2 ?
ROS inducer: 0

How did N#CC1=C(N)Nc2c(c(=O)oc3ccccc23)C1c1ccc(Br)cc1 (stereo not drawn) do in these assays?
ROS inducer: 81*

How did CC1CCCCC1NC(=O)c1cc(-c2cccs2)nc2ccccc12 (stereo not drawn) do in these assays?
ROS inducer: 5

How did C[C@@H]1CN([C@H](C)CO)C(=O)Cc2cc(N(C)C)ccc2O[C@H]1CN(C)Cc1ccc(C(F)(F)F)cc1 do in these assays?
ROS inducer: 18

What do the screens show for `Cc1noc(C)c1S(=O)(=O)Nc1ccc2c(c1)C(=O)N([C@@H](C)CO)C[C@H](C)[C@@H](CN(C)C(=O)Nc1ccc(F)cc1)O2`?
ROS inducer: -16

7 entries drawn at random from those above:
What do the screens show for `Cc1noc(C)c1S(=O)(=O)Nc1ccc2c(c1)C(=O)N([C@@H](C)CO)C[C@H](C)[C@@H](CN(C)C(=O)Nc1ccc(F)cc1)O2`?
ROS inducer: -16

How did CC1CCCCC1NC(=O)c1cc(-c2cccs2)nc2ccccc12 (stereo not drawn) do in these assays?
ROS inducer: 5

Results for C[C@@H]1CN([C@H](C)CO)C(=O)c2cc(NC(=O)Nc3ccc(F)cc3)ccc2O[C@H]1CN(C)Cc1ccc2c(c1)OCO2 ?
ROS inducer: 0

How did N#CC1=C(N)Nc2c(c(=O)oc3ccccc23)C1c1ccc(Br)cc1 (stereo not drawn) do in these assays?
ROS inducer: 81*

What do the screens show for `O=c1c2ccccc2n(Cc2ccc(Cl)cc2)c(=O)n1Cc1ccc(Cl)cc1`?
ROS inducer: 5

What do the screens show for `COc1ccc2nc3c(nc2c1)-c1cccc2cccc-3c12`?
ROS inducer: 72

Results for CC(C)NC(=O)N(C)C[C@H]1Oc2ccc(NC(=O)c3ccncc3)cc2CC(=O)N([C@@H](C)CO)C[C@@H]1C ?
ROS inducer: -10

Screening data: PubChem BioAssay, Broad Institute

An excerpt. The share of hits here may be higher or lower than overall.
